Screens from PubChem BioAssay.
p97 inhibitor: blocks human p97 ATPase activity. inhibition, % at 8 µM. AID 1481. recombinant p97 ATPase, Kinase-Glo ATP luminescence, 3 h. P55072. hit rate 0.42% among 220,000; in the data active means inhibition above about 15%;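 further: 0% = DMSO vehicle and 100% = wells lacking enzyme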
Target sequence (P55072 whole entry, looked up): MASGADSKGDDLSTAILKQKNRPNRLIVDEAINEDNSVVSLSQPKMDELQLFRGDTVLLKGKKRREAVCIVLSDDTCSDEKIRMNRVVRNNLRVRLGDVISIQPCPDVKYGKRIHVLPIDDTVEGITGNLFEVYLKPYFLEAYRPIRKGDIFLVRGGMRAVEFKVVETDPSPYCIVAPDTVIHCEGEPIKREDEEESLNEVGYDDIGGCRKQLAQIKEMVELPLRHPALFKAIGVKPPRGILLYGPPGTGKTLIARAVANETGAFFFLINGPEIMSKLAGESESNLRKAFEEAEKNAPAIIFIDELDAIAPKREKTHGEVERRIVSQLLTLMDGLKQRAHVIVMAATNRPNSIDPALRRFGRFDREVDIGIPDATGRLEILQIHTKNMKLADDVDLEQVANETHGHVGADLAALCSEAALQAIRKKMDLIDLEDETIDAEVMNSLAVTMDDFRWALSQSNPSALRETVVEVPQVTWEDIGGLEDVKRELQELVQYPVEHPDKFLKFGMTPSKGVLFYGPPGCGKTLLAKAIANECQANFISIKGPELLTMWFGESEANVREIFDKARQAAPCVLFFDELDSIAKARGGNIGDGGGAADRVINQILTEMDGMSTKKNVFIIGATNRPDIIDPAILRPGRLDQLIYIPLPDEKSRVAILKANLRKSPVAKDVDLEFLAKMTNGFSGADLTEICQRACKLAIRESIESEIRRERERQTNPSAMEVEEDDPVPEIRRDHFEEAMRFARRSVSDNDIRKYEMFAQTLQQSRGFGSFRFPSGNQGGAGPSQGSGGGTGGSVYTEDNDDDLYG
EP2 antag: inhibitors of human EP2 prostaglandin E2 receptor; inhibition, % at 25 µM; hit rate 0.52% among 260,000; AID 1422; P43116; C6 glioma cells expressing human EP2, cAMP TR-FRET; cells stimulated with saturating PGE2;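 active means percent inhibition above 40 after rounding to a whole number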;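 further: rat C6 glioma host cells with rolipram phosphodiesterase inhibitor present; the protocol text gives 20 µM as final concentration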
eIF4E-4G inh: inhibitors of eIF4E and eIF4G interaction in translation initiation | AID 782 | TR-FRET eIF4E-eIF4GI(517-606) binding, 2 h | inhibition, % at 21.7 µM | P63073+Q04637 | hit rate 0.37% among 220,000;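 active means inhibition above about 30%, limit read from the data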;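 further: 0% = full FRET control wells and 100% = background wells lacking eIF4GI fragment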
NPY1 pot ag: potentiates or activates human NPY-Y1 receptor | P25929 | activation, % at 3.6 µM | hit rate 0.37% among 220,000 | NPY-Y1 expressing cells, potentiator/agonist activation | AID 1304; in the data active means activation above about 33%, passing the limit was not always enough;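 further: cells stimulated with NPY at EC10 then isoproterenol at EC100; 0% = low agonist plus stimulus and 100% = saturating agonist plus stimulus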
S1P4 antag: antagonists of human S1P4 receptor; S1P4-expressing cells, antagonist mode, reporter read-out; inhibition, % at 4.98 µM; O95977; hit rate 0.26% among 220,000; in the data active means inhibition above about 29%;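 further: 0% = wells stimulated with agonist and 100% = vehicle wells without agonist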
NPY2 pot ag: potentiates or activates human NPY-Y2 receptor | cells expressing NPY-Y2, potentiator/agonist read-out | activation, % at 3.6 µM | hit rate 0.45% among 220,000 | AID 1359; in the data active means activation above about 27%;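 further: cells stimulated with NPY near EC25 plus isoproterenol at EC100; 0% = vehicle plus submaximal agonist and 100% = vehicle plus saturating agonist; some results beyond the cut were filed as inactive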
S1P4 agonist: human S1P4 receptor agonism; S1P4-expressing cell line, agonist reporter assay; activation, % at 4.98 µM; hit rate 0.35% among 220,000; AID 1509; in the data active means activation above about 11%;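 further: 0% = DMSO vehicle and 100% = reference agonist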
EP2 modulator: EP2 receptor (human) modulation; hit rate 0.83% among 260,000; AID 940; EP2-expressing cells, cAMP HTRF FRET, PGE2 co-stimulation; induction, % at 25 µM;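 active means compounds whose cAMP rise, as percent of the full-agonist control response, exceeds 60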;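 further: rat C6 glioma line stably carrying human EP2 under a CMV promoter; the protocol text gives 20 µM as final concentration; 100% = response of wells given 1 µM PGE2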
NPY Y1 blocker: antagonists of human neuropeptide Y receptor Y1 | P25929 | HEK293-CNG Y1 cells, membrane potential fluorescence; NPY at EC95, then isoproterenol | inhibition, % at 3.6 µM | hit rate 1% among 200,000 | AID 1040;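 active means inhibition above the campaign mean inhibition of all tested compounds plus 3 SD, cut at about 20% in these data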;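 further: 0% = DMSO wells given NPY plus isoproterenol and 100% = isoproterenol alone without NPY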
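Assay system: HEK293 Y1/CNG channel cell line; Doses: single compound dose of 3.6 µM, 0.4% DMSO; Timing: dye 3 h, compound 60 min room temperature, stimulation 45 min; Technique: Membrane-potential fluorescent dye readout; Measure: % inhibition of NPY effect.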
An asterisk follows results filed as active; x = not tested or not shown; & = joins results of further samples; [ ] = remark or other dose.

SMILES	p97 inhibitor	EP2 antag	eIF4E-4G inh	NPY1 pot ag	S1P4 antag	NPY2 pot ag	S1P4 agonist	EP2 modulator	NPY Y1 blocker
O=C(NC(=S)Nc1cccc(NC(=O)c2ccc(Cl)cc2Cl)c1)c1cccs1	6	8	6[fluorescence artefact?]	-15	1	-1	0.7	-6	-3
CCOc1ccc2[nH]c(=O)c(C(c3nnnn3CCOC)N3CCOCC3)cc2c1 (configuration not stated)	3	5&12	1	-4	-11	-1	-0.3	-27&15	2
O=C(/C(=C(/[O-])c1ccccc1)[n+]1ccccc1)c1ccc([N+](=O)[O-])cc1	-4	5	2	-2	-2	6	0.8	9	7
CCc1ccc(S(=O)(=O)NCc2csc(-c3cccnc3)n2)s1	2	9	1	3	-5	-5	0.9	7	3
CCOc1ccc(C(=O)CCc2nc3ccccc3s2)cc1	-10	11&4	0[fluorescence artefact?]	-4	25	-22	-1.6	-69&-22	2
COc1cc(C(c2sc3nc(C)nn3c2O)N2CC(C)OC(C)C2)cc(OC)c1OC (configuration not stated)	5	12	-5	-1	-5	5	-0.3	19	5
Cc1ccc2ccc(S(=O)(=O)n3nc(C)cc3C)cc2c1	-3	6	-2	-1	-6	-7	1.7	-43	6
COc1cccc(C2=NOC(C(=O)Nc3cc(C)nn3-c3ccccc3)C2)c1OC (configuration not stated)	0	11	0	8	-13	3	1.5	19	0
Cc1nn(-c2ccccc2)c(N)c1Sc1ccc([N+](=O)[O-])cc1	3	5	-11	-10	-6	7	0.2	-16	10
CN(C)CCCNC(=O)CCc1nc2ccccc2c(=O)[nH]1	5	16	6[fluorescence artefact?]	-9	-5	-13	-1.5	13	-3
COc1cc(CNCCc2ccc(F)cc2)ccc1OCc1ccc(Cl)nc1	-6	17	-1	-29	-9	-15	-1.4	-45	7
Cc1[nH]c2ccc(Br)cc2c(=O)c1CN1CCCCC1	7	5	-6	-23	21	-18	-0.1	-22	3
CN(C)S(=O)(=O)c1ccc2oc(SCC(N)=O)nc2c1	-2	14	1	12	1	-4	2.1	24	0
CC(C)(C)C1CCc2c(sc(NC(=O)c3cc(C4CC4)on3)c2C#N)C1 (configuration not stated)	6	15	1	7	-4	4	2.8	41	-7
C=CCn1c(SCC(=O)Nc2sc3c(c2C#N)CCC3)nnc1C1COc2ccccc2O1 (configuration not stated)	1	11	-13	-12	1	-1	1.8	-34	9

Three of the entries above in order of their number in NPY Y1 blocker, low to high.
smiles	NPY Y1 blocker
CN(C)CCCNC(=O)CCc1nc2ccccc2c(=O)[nH]1	-3
COc1cccc(C2=NOC(C(=O)Nc3cc(C)nn3-c3ccccc3)C2)c1OC (configuration not stated)	0
CCc1ccc(S(=O)(=O)NCc2csc(-c3cccnc3)n2)s1	3

Further results:
SMILES	p97 inhibitor	EP2 antag	eIF4E-4G inh	NPY1 pot ag	S1P4 antag	NPY2 pot ag	S1P4 agonist	EP2 modulator	NPY Y1 blocker
O=C(/C=C/c1cccc([N+](=O)[O-])c1)NCCc1ccc(F)cc1	5	13	1	-7	-19	7	0.9	-78	3
CN(C(=O)c1ccco1)c1nc(CC(=O)Nc2ccccc2)cs1	4	14	6	16	3	17	0.8	-18	4
COc1cccc(CN2CCN(Cc3ccc(C)o3)CC2CCO)c1 (configuration not stated)	3	6	-4	19	-2	1	-0.3	27	0
Cn1c(=O)cc(N2CCc3ccccc32)[nH]c1=O	8	10	4	4	12	7	0.1	-11	-6
COCCN(CCOC)C(=O)c1sc2nc(-c3ccccc3)cn2c1C	7	6	-4	-6	-17	16	1.2	-3	1
CCC(C)[C@H](NC(=O)N1CCC(C)CC1)C(=O)OC (some centres not stated)	1	1	1	1	-9	-2	-0.3	-18	x
CCN(CC)C(=O)CSc1ncnc2sc(-c3ccccc3)cc12	-1	6	3	-14	-5	-1	2.1	-60	4
COc1cc(Cl)c(C)cc1NC(=O)c1ccc(S(C)(=O)=O)cc1	0	2	1	-3	-15	5	1.6	-35	-1
CCCc1cc(C(=O)Nc2ccccc2C(=O)OC)no1	-1	14	2	4	-4	-13	-2.0	44	7
O=C(Cc1ccccc1)Nc1cc(C(=O)c2ccccc2)ccc1N1CCOCC1	-8	4	-5	-8	-6	-3	1.2	12	2
CC(C)C(NS(=O)(=O)c1ccc(Br)s1)C(=O)O (configuration not stated)	8	9	-12[fluorescence artefact?]	12	-5	5	2.8	10	0
Cc1ccc(-c2cc(=O)[nH][nH]2)c(C)c1	0	9	-11	-32	-1	-1	-0.6	8	3
Cc1ccc(NC(=O)CN(C)S(=O)(=O)c2cccc3nsnc23)cc1C	3	4	-4	-14	-14	3	1.0	-31	-2
CC1Cc2nc(SCC(=O)N3CCN(c4ccccc4)CC3)n(C)c(=O)c2S1 (configuration not stated)	0	12	-6	1	1	3	-4.6	-65	2
CC(=O)C1C(c2ccc(Br)cc2)C2C(C)=NN=C2CC1(C)O (configuration not stated)	2	7	3[fluorescence artefact?]	18	-10	10	-0.3	10	6
O=C(c1ccccc1)c1ccc(OCCCCN2CCCCC2)cc1	2	10	-5[fluorescence artefact?]	-33	-1	-8	-2.2	-5	10
Cc1ccc(OCC(O)CN2C(=O)NC(C)(C)C2=O)cc1 (configuration not stated)	-2	16	-1	-32	-14	-5	-1.0	23	10
CCOC(=O)c1ccc(NC(=S)NNC(=O)C2(C)CC2(Cl)Cl)cc1 (configuration not stated)	-1	10	0	-10	-23	-3	0.8	19	2
COc1ccc(NS(=O)(=O)c2cc([N+](=O)[O-])ccc2N/N=C\c2c(C)[nH]c3ccccc23)cc1	-2	13	-5	13	7	-4	2.9	-37	1
COc1ccc(C(C)=O)cc1CSc1nnc(Nc2ccc(C)cc2)s1	-5	13	-10	-23	-11	-10	-0.4	-75	3
COc1ccc(N2CCN(CC(=O)Nc3cc(C)on3)CC2)cc1	3	1	3	-10	3	11	0.8	37	-2
COc1ccc(OC)c(NC(=O)C2CC(=O)N(CCc3ccccc3)C2)c1 (configuration not stated)	1	4	2	6	-15	8	-1.6	20	5
Cc1ccc2c(c1)N(CC(=O)NC1CCCCC1C)C(=O)CO2 (configuration not stated)	2	4	-2	-14	2	6	1.0	6	9
O=C(c1ccc(C(F)(F)F)cc1)C1CCCN(C(=O)CN2C(=O)CSC2=O)C1 (configuration not stated)	1	6	2	-1	-3	-1	3.7	26	-4
Cc1ccc2c(c1)sc1nc(=O)n(-c3ccccc3)c(=O)n12	0	7	7	-10	5	10	0.0	-5	x
CCOC(=O)Cn1nnnc1CN(Cc1ccccc1)Cc1cc2cc(CC)ccc2[nH]c1=O	6	8	4	4	-13	1	0.6	35	0
O=S(=O)(NCc1cc(-c2ccccc2Cl)no1)c1ccc(Cl)cc1	-2	8	-1	-20	-14	6	1.5	23	1
Cc1ccc(-n2nnnc2-c2cnc(N3CCCC3)nc2C(F)(F)F)cc1	-6	8	0[fluorescence artefact?]	3	8	13	0.8	-8	-3
Cc1cccc(CS(=O)(=O)Cc2ccc(C(=O)NCCCN3CCCC3)o2)c1	1	6	-1	11	2	-3	-1.5	6	1
COc1cc(/C=N/NC(=O)c2cccnc2)ccc1OS(=O)(=O)c1cc(C)ccc1C	-5	16	1	0	-8	1	-1.5	-34	1
COc1ccc(-c2noc(CN(C)S(=O)(=O)c3ccc(Cl)cc3)n2)cc1OC	-5	7	-7	16	-20	-11	0.6	-23	-1
O=C(Nn1cnc2ccccc2c1=O)C1CCCCC1	2	8	8	-3	1	7	2.5	10	-1
CCNC(=O)c1ccc(C2SCC(=O)N2CCc2ccccc2)cc1 (configuration not stated)	-2	5	3	-11	14	-8	-1.2	-1	0
COc1ccc2c(C=O)cn(C)c2c1	2	7	6	-4	-9	-7	2.2	2	3
O=C(O)c1ccc(Cn2cnc3scc(-c4ccccc4)c3c2=O)cc1	8	8	-1	-7	-10	1	2.7	27	0
C/C(=N\O)c1oc2ccc3c(C)cc(=O)oc3c2c1C	7	8	-5	16	4	-9	0.0	-44	x
CCNc1nc(N)nc(Oc2ccc(OCCOc3ccc(Cl)cc3Cl)nn2)n1	0	11	0	-21	1	-2	1.3	-1	-2
CCC1=Nc2cc(C(=O)O)ccc2Sc2ccc(Cl)cc21	5	8	2	14	13	-1	1.5	39	69*
Cc1cccc(NC(=O)CNC(=O)COc2cc(F)ccc2[N+](=O)[O-])c1C	-7	2	2	-20	-35	-11	1.7	-14	5
CCCCC(=O)Nc1nc2ccc3nc(C)sc3c2s1	-14	8	1	-1	0	3	-0.6	24	-6
O=C(/C=C/c1ccccc1)Oc1ccc(C(=S)N2CCOCC2)cc1	-1	6	-4	10	0	4	-1.6	-23	6
c1ccc(C(Cc2nc(-c3ccccn3)no2)c2ccccc2)cc1	0	9	4	20	9	1	-0.1	38	-1
Oc1c(/C=N/c2ccccn2)sc2ccccc12	-23	5	7	12	-2	11	1.1	-52	x
O=C(Nc1nnc(-c2ccc3c(c2)OCCO3)o1)c1ccc(Cc2ccccc2)cc1	6	13	3[fluorescence artefact?]	5	-12	-5	-0.4	-8	3
Cc1cc(C)cc(N2C(=O)CC(Sc3nnnn3-c3ccccc3)C2=O)c1 (configuration not stated)	1	7	-5	13	4	3	-0.1	-8	-8

Structural class: the entries above containing a thiophene ring, fused or not
SMILES	p97 inhibitor	EP2 antag	eIF4E-4G inh	NPY1 pot ag	S1P4 antag	NPY2 pot ag	S1P4 agonist	EP2 modulator	NPY Y1 blocker
O=C(NC(=S)Nc1cccc(NC(=O)c2ccc(Cl)cc2Cl)c1)c1cccs1	6	8	6[fluorescence artefact?]	-15	1	-1	0.7	-6	-3
CCc1ccc(S(=O)(=O)NCc2csc(-c3cccnc3)n2)s1	2	9	1	3	-5	-5	0.9	7	3
CC(C)(C)C1CCc2c(sc(NC(=O)c3cc(C4CC4)on3)c2C#N)C1 (configuration not stated)	6	15	1	7	-4	4	2.8	41	-7
C=CCn1c(SCC(=O)Nc2sc3c(c2C#N)CCC3)nnc1C1COc2ccccc2O1 (configuration not stated)	1	11	-13	-12	1	-1	1.8	-34	9
CCN(CC)C(=O)CSc1ncnc2sc(-c3ccccc3)cc12	-1	6	3	-14	-5	-1	2.1	-60	4
CC(C)C(NS(=O)(=O)c1ccc(Br)s1)C(=O)O (configuration not stated)	8	9	-12[fluorescence artefact?]	12	-5	5	2.8	10	0
O=C(O)c1ccc(Cn2cnc3scc(-c4ccccc4)c3c2=O)cc1	8	8	-1	-7	-10	1	2.7	27	0
Oc1c(/C=N/c2ccccn2)sc2ccccc12	-23	5	7	12	-2	11	1.1	-52	x

These rows are one share of the data; count on the stated rates, not on these rows.
